Screening data (PubChem)
KKLEB tox – counter-screen for CF NF-kB inhibitors: cytotoxicity; KKLEB CF airway cells viability, ATPlite luminescence, overnight; active compounds read low; cells stimulated with P. aeruginosa culture filtrate; activity change (cytotoxicity), % at 5 µM; actives 0.36% (n = 360,000); AID 602141;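 active = corrected activity change at or below -50% at 5 µM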
TRPM1 prom inh – inhibitors of MITF-driven TRPM1 promoter in melanoma cells. SK-MEL-5 TRPM1 promoter luciferase, 24 h. inhibition, % at 12.5 µM. actives 0.83% (n = 330,000). AID 488899;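 active = mean inhibition across replicates of 60% or more, whatever share of single replicates reaches that level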; also: values of inactives mirror those of a sister screen read the other way
TRAIL sens C8 – sensitizes caspase-8 expressing cells to TRAIL; actives 1% (n = 360,000); NB7+C8 cells + TRAIL, ATPlite viability luminescence; AID 624354; inhibition (viability loss, TRAIL sensitization), % at 10 µM;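 active = compounds causing at least 50% loss of cell viability in the single-dose screen, relative to plate controls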
Peg3 prom inh – Peg3 promoter activity inhibition; HeLa PEG-Prom luciferase reporter, luminescence, overnight; actives 1.7% (n = 360,000); inhibition, % at 20 µM;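 active = inhibition of at least 50% at 20 µM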
NR2E3 ag-1 – agonists of human NR2E3 nuclear receptor; Q9Y5X4; CHO-S Gal4-NCOR/VP16-NR2E3 two-hybrid, luciferase; inhibition of corepressor binding, % at 3.98 µM; actives 0.35% (n = 360,000); AID 602229;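 active = inhibition above the mean of all tested compounds plus 3 SD, cut at about 70% in these data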;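 also: 0% = DMSO with NR2E3 transfected cells and 100% = cells lacking NR2E3 construct; higher means lower luciferase signal from less NR2E3 corepressor binding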
Target sequence (Q9Y5X4 whole entry, looked up, the tested form may be a part): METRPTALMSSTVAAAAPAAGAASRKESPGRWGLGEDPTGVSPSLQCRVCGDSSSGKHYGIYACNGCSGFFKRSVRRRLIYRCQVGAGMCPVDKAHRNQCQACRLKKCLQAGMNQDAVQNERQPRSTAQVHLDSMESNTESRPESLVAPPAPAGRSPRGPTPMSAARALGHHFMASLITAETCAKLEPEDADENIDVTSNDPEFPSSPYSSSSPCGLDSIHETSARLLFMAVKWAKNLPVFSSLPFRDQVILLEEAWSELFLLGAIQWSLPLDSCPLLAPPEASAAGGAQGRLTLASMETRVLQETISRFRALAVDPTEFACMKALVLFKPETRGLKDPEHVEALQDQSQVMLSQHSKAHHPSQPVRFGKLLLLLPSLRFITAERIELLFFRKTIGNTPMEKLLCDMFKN
TROY NFkB inh – inhibitors of TROY-dependent NF-kB signaling. Q293 LMP1-TROYcd NF-kB luciferase reporter, 4 h. inhibition, % at 10 µM. actives 0.98% (n = 360,000). AID 1347056;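 active = compounds whose plate-normalised and pattern-corrected inhibition of the luciferase reporter signal at the single screening dose is 50% or more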
CF NFkB inh – blocks PAF-induced NF-kB reporter in cystic fibrosis cells; KKLEB NF-kB-GFP reporter, GFP fluorescence overnight; inhibition, % at 5 µM; actives 0.86% (n = 360,000); AID 588850;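 active = at least 50% inhibition at 5 µM, scaled per plate between neutral and stimulator controls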;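 also: PAF is a Pseudomonas aeruginosa culture filtrate used as stimulus; plate controls were PAF-stimulated DMSO wells for no effect and unstimulated DMSO wells for full effect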
NR2E3 ag-2 – NR2E3 (human) agonism; inhibition of corepressor binding, % at 4.78 µM; Q9Y5X4; actives 0.12% (n = 320,000); AID 2300; GST-NR2E3/biotin-RetCOR TR-FRET, 1536-well;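 active = percent inhibition above the cutoff of mean plus 3 SD of all tested compounds, set per screening campaign, cut at about 20% in these data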;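 also: 0% = DMSO wells and 100% = biotin wells as full block of FRET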
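System: GST-NR2E3 and biotin-RetCOR proteins; probe or stimulus: 7 nM biotin-RetCOR; doses: compound at 4.8 µM, single dose; schedule: Compound–protein incubation for 5 h at 4 °C; detection: time-resolved FRET; read-out: percent inhibition; controls: biotin wells as high control, 0.6% DMSO wells as low control; format: 1536-well plates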
Shn3 inh set2 – Schnurri-3 reporter inhibition in Clone20 osteoblasts; Clone20 osteoblast Shn3 3'UTR firefly luciferase, 24 h; actives 0.52% (n = 360,000); inhibition, % at 12.5 µM;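 active = mean inhibition of at least 75% with every replicate also reaching 75%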;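 also: 0% = median of neutral control wells and 100% = pilot-screen positive control compound; some compounds past the cut are filed as inactive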
TWEAK-Fn14 inh – blocks TWEAK-Fn14 interaction in a reporter cell assay. inhibition, % at 10 µM. AID 1159606. actives 2% (n = 360,000). TWEAK-stimulated Fn14 reporter cells, luciferase luminescence, 8 h; in the data active = inhibition above about 50%
HIF-2a block – HIF-2a inhibition; 786-0 RCC cells HIF-2a reporter, luciferase luminescence, overnight; inhibition, % at 18.8 µM; actives 0.72% (n = 360,000);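 active = inhibition of the luminescence signal of 40% or more relative to plate controls, in a single-dose primary screen at 18.75 µM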
* marks the source's active call; other numbers are inactive results; nt = no result given. Not all compounds are listed; rates above refer to the full screens.

smiles	TRAIL sens C8	TWEAK-Fn14 inh	Peg3 prom inh	KKLEB tox	TROY NFkB inh	NR2E3 ag-2	NR2E3 ag-1	HIF-2a block	TRPM1 prom inh	Shn3 inh set2	CF NFkB inh
CC(C)NCC(O)COCCOc1ccc(Cl)cc1 (stereo not given)	-13	8	10	2	3	0	7	18	13	-6	0
Cc1ccc(OCCNC(=O)CCC(=O)N2CCOCC2)cc1	9	17	-9	-2	4	6	6	9	9	-15	-7
Cc1nn(-c2cccc(Cl)c2)c2nc(-c3ccncc3)cc(C(=O)N3CCOCC3)c12	-4	-4	21	0	-15	1	-7	8	-6	2	-18
COc1ccc(-n2nc(C(=O)NCC(=O)Nc3cccc(NC(C)=O)c3)c3ccccc3c2=O)cc1	8	-9	25	-1	-6	-2	5	17	-8	3	9
Cc1ccc(S(=O)(=O)Cn2nnnc2C(c2ccc(F)cc2)N2CCC(C(N)=O)CC2)cc1 (stereo not given)	4	-2	10	-4	8	-4	-35	14	-7	9	-10
COc1ccc(NS(=O)(=O)c2cc(NC(=O)c3ccc(S(=O)(=O)N(C)C)cc3)ccc2N2CCOCC2)cc1	-2	14	27	7	-14	nt	5	-4	5	-9	10
N#Cc1ccsc1NC(=O)COC(=O)c1cc2ccccc2cc1O	6	-48	-185	-17	-13	-2	-101	-195	-9	-50	16
O=C(N/N=C/c1cccc2ccccc12)c1cccs1	10	-24	-286	-2	-76	nt	-163	-329	-48	-92	-21
CNc1cncc(-c2ccccc2CO)n1	-3	-1	-14	4	2	nt	-6	8	nt	-9	12
COc1ccc(-c2nnc(SCc3ccccc3)n2N)cc1	-2	-22	-147	-1	-60	1	-57	-124	-82	-70	12
O=C(Nc1cccc(F)c1)C1CCN(S(=O)(=O)c2cnc[nH]2)CC1	-55	-9	22	5	-2	0	5	13	-13	-15	15
CCCCn1nnnc1SCC(=O)N1CCOCC1	2	9	5	1	-2	3	2	11	-9	-41	6
CCCc1cc(=O)[nH]c(Nc2ccc(N3CCCCC3)cc2)n1	-3	21	21	-4	1	-6	24	10	5	36	7
COCCCNc1nc2nonc2nc1N(C)CC1CCCN1C (stereo not given)	-11	8	14	7	-3	2	-7	16	-11	-2	12
COc1ccc(CCNC(=O)c2cc(-c3ccccc3)on2)cc1OC	2	-53	5	4	7	3	-8	-37	24	31	-33
CCOC(=O)[C@]12CCC=C1N(Cc1ccco1)C(=O)[C@H](CC(=O)N1CCCCC1)C2	-6	1	nt	nt	8	nt	8	7	nt	nt	nt
COC(=O)C1=C(C)N(CCCC(=O)O)C(=O)NC1c1cccc(Cl)c1Cl (stereo not given)	4	8	-10	16	-9	0	-14	10	5	12	-27
COc1ccc(-c2cc(C(=O)N3CCN(c4ccccc4)CC3)c3ccccc3n2)cc1	42	6	-120	-30	-20	-3	-107	-147	-11	-66	-2
Fc1ccc(-c2ccc(/C=N\n3cnnc3)o2)cc1Cl	-1	8	-5	-9	-9	-1	3	-7	0	-10	-24
Cc1oc(-c2ccc(Cl)cc2)nc1CS(=O)CC(=O)NCCCN1CCCC(C)C1 (stereo not given)	4	-5	-20	14	6	2	22	-2	-5	3	17

(continued)
smiles	TRAIL sens C8	TWEAK-Fn14 inh	Peg3 prom inh	KKLEB tox	TROY NFkB inh	NR2E3 ag-2	NR2E3 ag-1	HIF-2a block	TRPM1 prom inh	Shn3 inh set2	CF NFkB inh
O=C(CN1CCCSc2ccccc21)N1CCN(S(=O)(=O)c2ccccc2)CC1	-4	0	22	9	17	nt	-2	17	-1	19	1
COc1cc(C=C2Cc3ccccc3C2=O)cc(OC)c1OC	-2	-9	-10	-12	-12	nt	-12	-28	nt	-26	-22
COc1cccc(C2C(C#N)=C(N)Oc3c2oc(CO)cc3=O)c1 (stereo not given)	-7	-11	10	-5	6	0	-6	25	-3	-9	7
O=C(NCCc1ccccc1F)c1cccc2cccnc12	-1	-27	-257	6	-77	3	-141	-216	-80	-115	-19
Cn1c(SCC(=O)Nc2ccccc2F)nc2c(c1=O)SCC2	-3	-5	7	6	18	1	4	10	-6	26	-32
O=C(Nc1ccc(F)cc1)C1CCCN(S(=O)(=O)c2ccc3[nH]c(=O)ccc3c2)C1 (stereo not given)	7	0	10	-10	12	5	-13	16	5	-20	-8
Cc1c(CC(=O)N2CCN(C(=O)C3COc4ccccc4O3)CC2)c(=O)oc2cc(O)cc(O)c12 (stereo not given)	21	-26	5	0	5	-1	-20	9	5	2	-5
O=C(CC1c2ccccc2Oc2ccccc21)Nc1ccccc1F	2	-9	8	2	16	1	-27	17	-1	-17	4
O=C(c1ccc2n[nH]nc2c1)N1CCN(c2ccc(C(F)(F)F)cn2)CC1	1	3	7	-28	25	2	-16	8	0	4	32
O=C(CCCn1c(=S)[nH]c2cc3c(cc2c1=O)OCO3)N1CCN(C2CCCCC2)CC1	3	-7	5	2	0	-1	-18	25	8	6	-2
OCC1C2c3ccccc3C(c3ccccc32)C1CO (stereo not given)	-8	-11	11	-8	-2	7	-1	16	6	24	-1
COc1ccccc1NC(=O)N1CCCC1C(=O)Nc1nnc(C(C)C)s1 (stereo not given)	12	2	-1	-9	-3	1	-15	-2	1	8	12
Cc1cccc(-c2nc3ccc(C(=O)NCCN4CCN(C)CC4)cc3nc2-c2cccc(C)c2)c1	25	-34	103*	-31	-28	3	-8	4	69*	-5	36
COc1cc2c(c(OC)c1OC)-c1ccc(SC)c(=O)cc1C(NC=O)CC2 (stereo not given)	33	57*	-14	-32	29	nt	-5	22	64*	6	48
CCCN1CCC(NC(=O)Cc2ccccc2C)CC1	-15	6	13	5	6	1	-3	13	-2	-19	-12
O=C(CCCN1C(=O)CCC1=O)Nc1cccc(C(F)(F)F)c1	-15	-3	6	9	-1	3	-6	16	9	-1	-3
COc1cccc(/C=N/NC(=O)CNC(=O)c2cccnc2)c1O	14	-5	36	-5	-6	2	-24	28	-13	-16	-2
COc1ccc(C)cc1NC(=O)CN1CCN(S(=O)(=O)c2ccc(F)cc2)CC1	-14	8	-3	-4	7	-1	9	7	-14	13	8
Cc1ccc(N/N=C2\CS(=O)(=O)N(C)c3ccsc32)cc1	-2	-31	-187	10	6	0	-32	-199	-11	-32	-17
C=CCc1cc(S(=O)(=O)c2ccc(O)c(CC=C)c2)ccc1O	6	31	11	-6	39	2	-42	18	1	3	61*

A draw from above in order of molar mass, low to high.
smiles	TRAIL sens C8	TWEAK-Fn14 inh	Peg3 prom inh	KKLEB tox	TROY NFkB inh	NR2E3 ag-2	NR2E3 ag-1	HIF-2a block	TRPM1 prom inh	Shn3 inh set2	CF NFkB inh
COc1cccc(C2C(C#N)=C(N)Oc3c2oc(CO)cc3=O)c1 (stereo not given)	-7	-11	10	-5	6	0	-6	25	-3	-9	7
O=C(CN1CCCSc2ccccc21)N1CCN(S(=O)(=O)c2ccccc2)CC1	-4	0	22	9	17	nt	-2	17	-1	19	1
Cc1c(CC(=O)N2CCN(C(=O)C3COc4ccccc4O3)CC2)c(=O)oc2cc(O)cc(O)c12 (stereo not given)	21	-26	5	0	5	-1	-20	9	5	2	-5

The results go on.
smiles	TRAIL sens C8	TWEAK-Fn14 inh	Peg3 prom inh	KKLEB tox	TROY NFkB inh	NR2E3 ag-2	NR2E3 ag-1	HIF-2a block	TRPM1 prom inh	Shn3 inh set2	CF NFkB inh
CC(NC(=O)CN1C(=O)NC2(CCc3ccccc32)C1=O)c1ccc2c(c1)OCCO2 (stereo not given)	-4	0	-1	5	1	-1	-5	12	2	2	-4
O=C(Cc1ccccc1)Nc1ccccc1N1CCCC1	2	-11	6	8	6	0	1	15	-1	3	4
COC(=O)c1sc(S(=O)(=O)Nc2ccc3cn[nH]c3c2)c(C(=O)OC)c1C	3	9	21	5	-1	-2	-20	22	15	-6	-2
CCCCNC(=O)c1ccc(NC(=O)CC2SC(N3CCCC3)=NC2=O)cc1 (stereo not given)	-4	-6	7	5	3	3	-9	10	0	7	-5
COc1cc(OC)cc(C(=O)NC(=S)NCCc2ccccc2)c1	22	-11	-16	30	-17	-1	-15	-37	-7	9	-18
COc1cc(/C=C2\S/C(=N/S(=O)(=O)c3ccc(C)cc3)NC2=O)c([N+](=O)[O-])cc1OC	11	-4	13	-2	7	-2	37	16	3	-9	-3
CC(=O)c1sc(N/N=C\c2ccccc2O)nc1C	35	19	-193	7	-64	5	-144	-228	-70	-91	-14
N#CC1=C(N)C(C#N)(C#N)C(c2ccncc2)C2CN(C(=O)OCc3ccccc3)CC=C12 (stereo not given)	-14	-2	-8	-7	6	-3	0	0	7	-1	-8
CCCCC[C@H](C)N1C[C@@H](COCc2ccccc2)Oc2cc(N3CCC[C@H]3C(N)=O)ccc2S1(=O)=O	11	-1	nt	nt	-1	nt	-44	-6	nt	nt	nt
COc1ccccc1C(=O)Nc1ccc(Cc2ccncc2)cc1	2	17	-55	13	-7	1	-24	-75	-14	18	-21
O=C(NNC1=C(C(=O)C(F)(F)F)CCC1)c1ccc(Br)cc1	-2	-30	2	-19	5	2	-58	-117	-4	-13	8
COc1ccc(Cl)cc1NC(=O)COC(=O)Cc1cccs1	29	-5	-6	8	9	-3	17	-1	9	-9	18
O=C(CCc1ccccc1)NNC(=O)Nc1cccc(Cl)c1	2	8	22	-2	-14	2	-22	22	8	13	18
COc1cccc(CNC(=O)CS(=O)(=O)Cc2nc(-c3ccc(C)cc3)oc2C)c1OC	7	-1	15	-3	13	5	26	1	nt	4	6
CSCCC(=O)NC1CC(C)(C)Cc2c1cnn2-c1ccccc1C (stereo not given)	-6	14	4	-21	13	2	8	16	0	-4	23
